SMN2 splice enh: enhancers of SMN2 splice variant expression; Potency, µM (series often up to 46.1 µM), for the others: at the highest dose activity change, positive = activation, actives largely listed as activators; HEK293 SMN2-luciferase splicing reporter, luminescence, 30-36 h; 210,000 tested, 2.8% active; AID 1458; active = well fitted activation curve with a large enough effect; also: % of control where 0% means no effect; nearly all actives have a fitted effect of over 55% in size
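HEK293 cells carry an SMN2 […]–luciferase reporter in which exon 7 inclusion puts luciferase in frame. Cells were plated 10-12 h before compound addition, then incubated 30-36 h at 37C. ONE-Glo luminescence was read; sodium butyrate at 4.5 mM final served as control.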
* marks the source's active call; other numbers are inactive results; [ ] = remark or other dose. Potency is read from the fitted curve at half-maximal effect.

| # | smiles | SMN2 splice enh |
| --- | --- | --- |
| 1 | COc1ccc(-c2cc(C(=O)Oc3cccc(C)c3C)c3ccccc3n2)cc1 | 7% |
| 2 | CC1CN(C(=O)Nc2ccc(C(=O)NCCc3ccc(Cl)cc3)cc2)c2ccccc2S1 (stereo unspecified) | 0% |
| 3 | Cc1cc(C)c2nc(C)cc(Nc3cccc(C(=O)O)c3)c2c1 | 0% |
| 4 | Cc1cccc(-c2nc(SCC(=O)Nc3ccc4c(c3)OCO4)c(-c3ccccc3)[nH]2)c1 | -49%[inhibitor] |
| 5 | CCOC(=O)c1cnc2c(Cl)c(Cl)ccc2c1NCCN1CCOCC1 | 0% |
| 6 | O=C(Nc1ccccc1F)c1nc(SCc2ccccc2F)ncc1Cl | 2% |
| 7 | CCOC(=O)c1c(NC(=O)c2cc(-c3cccc(Cl)c3)on2)sc(C(C)=O)c1C | -2% |
| 8 | CC1(C)CC(=O)c2c(oc3c(Cl)cc(NS(=O)(=O)c4ccc(Br)cc4)cc23)C1 | -8% |

In the list so far, these have an aryl thioether with sulfur outside any ring.
| # | smiles | SMN2 splice enh |
| --- | --- | --- |
| 4 | Cc1cccc(-c2nc(SCC(=O)Nc3ccc4c(c3)OCO4)c(-c3ccccc3)[nH]2)c1 | -49%[inhibitor] |
| 6 | O=C(Nc1ccccc1F)c1nc(SCc2ccccc2F)ncc1Cl | 2% |

Additional results
| # | smiles | SMN2 splice enh |
| --- | --- | --- |
| 9 | CCOc1ccc(-n2c(=O)c3c(C)c(C)sc3n(CC(=O)Nc3ccc(CC)cc3)c2=O)cc1 | 3% |
| 10 | CCOC(=O)N1CCC(NC(=O)c2ccc3c(c2)N(Cc2ccc(F)cc2)C(=O)c2ccccc2S3=O)CC1 (stereo unspecified) | -11% |
| 11 | Cc1ccc(C(C)C)c(OCCCn2c(=O)oc3ccc(C)cc32)c1 | -19% |
| 12 | CCc1nn(CC(=O)NCc2ccco2)c(=O)c2cc3c(OC)cccc3n12 | -2% |
| 13 | Cc1cccn2c(=O)c(C(=O)NCCc3ccccc3)c(O)nc12 | 5% |
| 14 | COc1cccc(OCc2nc3ccccc3n2CCOc2ccc(C)cc2)c1 | -11% |
| 15 | CCC(=O)N1CCc2cc(S(=O)(=O)NC(CC(C)C)C(=O)NCCc3ccccc3)ccc21 (stereo unspecified) | 5% |
| 16 | CCCCNc1cc(N2CCN(C3CCCCC3)CC2)c2noc3c2c1C(=O)c1ccccc1-3 | -3% |
| 17 | Cc1ccc(-n2nc(CO)c(C(=O)NCc3ccccn3)n2)cc1C | -5% |
| 18 | Cc1ccccc1C(=O)Nc1sc2c(c1C(=O)N1CCC(C)CC1)CCC(C)C2 (stereo unspecified) | 5% |
| 19 | CCOc1ccccc1N(CC)C(=O)c1ccc2c(=O)n3c(nc2c1)CCCCC3 | -29% |
| 20 | CCOc1ccc(/C=C/C(=O)Nc2sc3c(c2C(=O)OC)CCC3)cc1 | 6% |
| 21 | CCN(Cc1ccccc1)C(=O)c1cc2c(=O)[nH]c3ccc(C)cc3c2s1 | 2% |
| 22 | COc1ccc(CCNC(=O)c2ccc(Cn3c(=O)c4ccccc4n(Cc4cccc(F)c4)c3=O)cc2)cc1OC | -22% |
| 23 | CCn1c2ccccc2c2cc(NC(=O)COc3cc(C)c(Cl)c(C)c3)ccc21 | -3% |
| 24 | CCOc1cccc(C2c3c(oc4ccccc4c3=O)C(=O)N2c2nc(C)c(C(=O)OC)s2)c1 (stereo unspecified) | -3% |
| 25 | COc1ccccc1NC(=O)CN(c1cc(C)cc(C)c1)S(=O)(=O)c1c(C)[nH]c(=O)[nH]c1=O | -11% |
| 26 | COc1ccc(-n2c3c(c(=O)[nH]c2=O)C(NC(=O)c2ccccc2Cl)(C(F)(F)F)C(=O)N3)cc1 (stereo unspecified) | -7% |
| 27 | CCc1ccc(S(=O)(=O)c2c(C(=O)c3ccccc3)cnc3ccc(CC)cc23)cc1 | -21% |
| 28 | CCCCOC(=O)c1c(N)n(-c2ccc(OC)cc2OC)c2nc3ccccc3nc12 | 2% |
| 29 | Cc1ccc(-c2nnn3c2nc(NCCc2ccccc2)c2ccccc23)cc1 | 7% |
| 30 | COc1cc2c(C(=O)Nc3ccc(C)cc3Br)cn(C)c(=O)c2cc1OC | 11% |
| 31 | Cc1ccc(NC(=O)Nc2sc3nc4n(c(=O)c3c2C)CCC(C)CC4)c(Cl)c1 (stereo unspecified) | 6% |
| 32 | Nc1c(C(=O)Nc2ccc(Br)cc2)sc2nc(-c3ccncc3)ccc12 | -8% |
| 33 | CCC1=Nc2cc(C(=O)NCCN(CC)CC)ccc2Sc2ccccc21 | -10% |
| 34 | COc1ccc(-n2ncc3c2ncn2nc(COc4ccc(Cl)cc4)nc32)cc1 | 2% |
| 35 | COc1ccc(N2C(=O)C(CC(=O)Nc3ccc(Cl)cc3)N(Cc3ccc4c(c3)OCO4)C2=O)cc1 (stereo unspecified) | -9% |
| 36 | Cc1ccc(CNC(=O)C(CC(C)C)NS(=O)(=O)c2ccc3c(c2)oc(=O)n3C)cc1 (stereo unspecified) | -10% |
| 37 | CCCC12CN3CC(C)(CN(C1)C3c1ccc(CC)cc1)C2=O (stereo unspecified) | -3% |
| 38 | COc1ccc(OCCCCn2c(-c3ccc(Cl)cc3)nc3ccccc3c2=O)cc1 | -8% |
| 39 | COc1ccc(CNC(=O)c2cc3c(=O)n4cccc(C)c4nc3s2)cc1 | -9% |
| 40 | COc1cc(C(=O)Nc2cccc(OCc3cc(=O)n4c(C)csc4n3)c2)cc(OC)c1OC | -6% |
| 41 | CCN(CC)S(=O)(=O)c1ccc(NC(=O)c2ccc3c(=O)n4c(nc3c2)CCCCC4)cc1 | -65%[inhibitor] |
| 42 | Cc1nc2nncn2c(Nc2ccc(F)cc2)c1C | -54%[inhibitor] |
| 43 | Cc1ccccc1Nc1c(-c2cc(Br)ccc2F)nc2ccccn12 | 8% |
| 44 | COc1ccccc1N(CC(=O)Nc1ccccc1C(F)(F)F)S(=O)(=O)c1ccc(C)cc1 | -38%[inhibitor] |
| 45 | O=c1[nH]c2ccc(NCc3ccccc3F)cc2[nH]1 | -19% |
| 46 | COc1ccc(Cl)cc1NC(=O)CCc1c(C)nc2c(c1C)c(=O)n(C)c(=O)n2C | -3% |
| 47 | CCOc1ccc(/C=C(\C#N)C(=O)Nc2sc3c(c2C(=O)OC)CCC3)cc1OC | 14% |
| 48 | CCCc1nc2nc(C)c(NS(=O)(=O)c3ccc(CC(C)C)cc3)c(=O)n2[nH]1 | -5% |
| 49 | CC1CCN(C(=O)CSc2nnc(-c3ccccc3)o2)CC1 | 7% |
| 50 | O=C(NCc1ccc2c(c1)OCO2)c1ccc2c(c1)N(Cc1ccccc1)C(=O)c1ccccc1S2=O (stereo unspecified) | 19% |
| 51 | CCOc1ccc(CCNC(=O)Cn2nnc(-c3ccc(C(F)(F)F)cc3)n2)cc1OCC | -7% |
| 52 | N#Cc1nc(COc2cccc(Cl)c2)oc1NCCc1ccccc1 | -6% |
| 53 | CCOc1ccc(C(=O)c2cn(CC(=O)Nc3ccc(C)c(C)c3)c3ccc(OCC)cc3c2=O)cc1 | 4% |
| 54 | CCOc1ccc(CCNC(=O)CN2CCN(Cc3ccc(F)cc3Cl)C2=O)cc1OCC | -10% |
| 55 | Cc1ccc(CSc2nnc(-n3c(=O)c(C#N)cc4c(=O)n5cccc(C)c5nc43)s2)cc1 | 6% |
| 56 | COc1ccccc1NC(=O)c1sc2nc3c(c(C(F)(F)F)c2c1N)CN(C(C)=O)CC3 | -2% |

Some of these compounds in order of length of the SMILES, falling:
| # | smiles | SMN2 splice enh |
| --- | --- | --- |
| 50 | O=C(NCc1ccc2c(c1)OCO2)c1ccc2c(c1)N(Cc1ccccc1)C(=O)c1ccccc1S2=O (stereo unspecified) | 19% |
| 55 | Cc1ccc(CSc2nnc(-n3c(=O)c(C#N)cc4c(=O)n5cccc(C)c5nc43)s2)cc1 | 6% |
| 54 | CCOc1ccc(CCNC(=O)CN2CCN(Cc3ccc(F)cc3Cl)C2=O)cc1OCC | -10% |
| 52 | N#Cc1nc(COc2cccc(Cl)c2)oc1NCCc1ccccc1 | -6% |
| 49 | CC1CCN(C(=O)CSc2nnc(-c3ccccc3)o2)CC1 | 7% |

(list continues)
| # | smiles | SMN2 splice enh |
| --- | --- | --- |
| 57 | COc1cc2nc(NCc3ccccc3)n3nc(-c4ccccc4)nc3c2cc1OC | 8% |
| 58 | CCCCN(CCCC)CCNC(=O)c1cn(CC)c2ccc(S(=O)(=O)N3CCc4ccccc4C3)cc2c1=O | -2% |
| 59 | CCOc1cc(C2CC(=O)Nc3cc4c(cc32)OCCO4)ccc1O (stereo unspecified) | -44%[inhibitor] |
| 60 | COc1cccc(C2c3c(-c4ccccc4O)n[nH]c3C(=O)N2CCc2ccc(OC)c(OC)c2)c1 (stereo unspecified) | 4% |
| 61 | CCOC(=O)C1CCCN(c2c(C(=O)c3ccc(C)cc3)cnc3ccc(OCC)cc23)C1 (stereo unspecified) | -6% |
| 62 | CC(=O)N1CCc2c(sc3c2c(=O)n(-c2ccccc2C)c(=O)n3CC(=O)c2ccccc2)C1 | 20% |
| 63 | CCCCCCn1nnc2sc(-c3ccccc3)cc2c1=O | -11% |
| 64 | CSc1ccc(CNC(=O)Cc2csc3ccccc23)cc1 | 4% |
| 65 | CC(=O)N1CCc2cc(S(=O)(=O)NC(Cc3ccccc3)C(=O)Nc3cccc(C)c3)ccc21 (stereo unspecified) | -36%[inhibitor] |
| 66 | COc1cccc(CNC(=O)Cn2c(=O)oc3cc(S(=O)(=O)N4CCC(C)CC4)ccc32)c1 | -63%[inhibitor] |
| 67 | Cc1cccc(CCNC(=O)c2cc3c(s2)-c2c(C)cccc2OC3)c1 | -3% |
| 68 | Cc1ccc(Cl)cc1N1CCN(C(=O)c2cc3c(=O)n(C)c4ccccc4c3s2)CC1 | 4% |
| 69 | COc1ccc(N(C)C(=O)CCS(=O)(=O)c2cccc3nsnc23)cc1 | 9% |
| 70 | CC(=O)c1cccc(NC(=O)Cn2cnc3c2c(=O)n(C)c(=O)n3C)c1 | -7% |
| 71 | Cc1[nH]c2ccc(F)cc2c1CCNC(=O)c1cc2cc(Cl)ccc2oc1=O | -10% |
| 72 | O=C(Nc1ccc2oc(-c3cccnc3)nc2c1)c1ccc(-c2ccccc2OC(F)(F)F)o1 | -49%[inhibitor] |

Reformatted field by field: four of the compounds above
[67] Cc1cccc(CCNC(=O)c2cc3c(s2)-c2c(C)cccc2OC3)c1
- SMN2 splice enh = -3%

[68] Cc1ccc(Cl)cc1N1CCN(C(=O)c2cc3c(=O)n(C)c4ccccc4c3s2)CC1
- SMN2 splice enh = 4%

[69] COc1ccc(N(C)C(=O)CCS(=O)(=O)c2cccc3nsnc23)cc1
- SMN2 splice enh = 9%

[70] CC(=O)c1cccc(NC(=O)Cn2cnc3c2c(=O)n(C)c(=O)n3C)c1
- SMN2 splice enh = -7%

Following part.
| # | smiles | SMN2 splice enh |
| --- | --- | --- |
| 73 | CCCN1CCN(CCCNC(=O)Cn2nc(CC)n3c(cc4occc43)c2=O)CC1 | -2% |
| 74 | CCCCC(=O)Nc1cc2nn(-c3ccc(OCC)cc3)nc2cc1C | 6% |
| 75 | COc1ccc(NC(=O)Nc2cccc(C)n2)c(OC)c1 | 5% |
| 76 | COc1cccc(OC)c1C(=O)Nc1ccc(S(=O)(=O)Nc2nccc(C)n2)cc1 | 3% |
| 77 | CCOC(=O)c1ccc(N2C(=O)c3[nH]nc(-c4ccc(C)cc4)c3C2c2cccs2)cc1 (stereo unspecified) | -12% |
| 78 | CCCOC(=O)c1c(NC(=O)C2c3ccccc3Oc3ccccc32)sc2c1CCCC2 | -9% |
| 79 | CCc1ccc(NC(=O)C2=C(C)C(=O)OC23CCCCC3)cc1 | -6% |
| 80 | Nc1c(C(=O)NCc2ccccc2)nnn1Cc1cccc(Br)c1 | -5% |

Some of the entries so far, with the structure last.
no. | SMN2 splice enh | SMILES
79 | -6% | CCc1ccc(NC(=O)C2=C(C)C(=O)OC23CCCCC3)cc1
75 | 5% | COc1ccc(NC(=O)Nc2cccc(C)n2)c(OC)c1
78 | -9% | CCCOC(=O)c1c(NC(=O)C2c3ccccc3Oc3ccccc32)sc2c1CCCC2
73 | -2% | CCCN1CCN(CCCNC(=O)Cn2nc(CC)n3c(cc4occc43)c2=O)CC1

(list continues)
| # | smiles | SMN2 splice enh |
| --- | --- | --- |
| 81 | COc1cccc(NC(=O)c2c(C(=O)Nc3ccccc3)sc3nc(C)cc(=O)n23)c1 | 1% |
| 82 | C=CCC(CC=C)(CNC(=O)C(=O)Nc1ccc(Br)cc1)c1ccc(OC)c(OC)c1 | 7% |
| 83 | CC(C)(C)c1ccc(Oc2ccc(NC(=O)CCC(=O)OCC(=O)c3ccccc3)cc2)cc1 | 4% |
| 84 | COc1cc(-c2nnn(CC(=O)Nc3ccc(OC(F)(F)F)cc3)n2)cc(OC)c1OC | -17% |
| 85 | COc1cccc(C(=O)NC2(C(F)(F)F)C(=O)Nc3c2c(=O)[nH]c(=O)n3-c2ccc(C)cc2)c1 (stereo unspecified) | -10% |
| 86 | Cc1ccccc1NC(=O)Cn1c(=O)n(Cc2ccccc2)c(=O)c2sc3ccccc3c21 | 4% |
| 87 | CCOc1cc(Cl)c(S(=O)(=O)n2cc(C)nc2CC)cc1Cl | -69%[inhibitor] |
| 88 | Cc1cccc(NC(=O)c2ccc(C(=O)Nc3cccc(C)c3C)cc2)c1C | 17% |
| 89 | CCOC(=O)Cn1c(=O)oc2cc(S(=O)(=O)N3CCN(c4ccccc4F)CC3)ccc21 | -1% |
| 90 | COc1ccc(-c2nc(CNS(=O)(=O)c3ccc(F)cc3)cs2)cc1 | 9% |
| 91 | Cn1c(=O)cc(SCC(=O)NCc2ccc(F)cc2)c2cc(Cl)ccc21 | -7% |
| 92 | Cc1ccc(NC(=O)CSCc2cnn(-c3ccccc3)c2-n2cccc2)c(C)c1 | -30%[inhibitor] |
| 93 | Cc1ccc(CN(Cc2ccco2)C(=O)COc2ccc(C(C)C)cc2)cc1 | -25% |
| 94 | COc1ccc(OC)c(CCNc2nc3cc(OC)c(OC)cc3c3nc(-c4cccnc4)nn23)c1 | 1% |
| 95 | CCOc1cc(C#N)c(NC(=O)c2ccc(OC)c(S(=O)(=O)N3CCCCC3)c2)cc1OCC | 7% |

Source: PubChem BioAssay

The list is partial; rates above refer to the full screens.
